SNCA expr inhib = inhibitors of alpha-synuclein (SNCA) gene expression; hit rate 0.17% among 140,000; Potency, µM (highest dose often 57.2 µM), without a hit: at the highest dose activity change, negative = inhibition, most hits filed as inhibitors; AID 1671194; HEK-293 SNCA-luciferase knock-in, luminescence, 24 h;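 also: potency is read from the fitted curve at half-maximal effect; plate controls were DMSO cells for no effect and cell-free wells for full effect; nearly all actives have a fitted effect of over 45% in size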
NIH3T3 tox = cytotoxic compounds in NIH 3T3 cells; NIH 3T3 viability, CellTiter-Glo ATP luminescence, 48-72 h; Potency, µM (top dose mostly 96.7 µM), without a hit: at the highest dose activity change, negative = cytotoxicity, hits mostly inhibitors; hit rate 4.3% among 94,000; also: potency is read from the fitted curve at half-maximal effect; nearly all actives have a fitted effect of over 55% in size
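Cytotoxicity is measured as loss of cellular ATP: NIH 3T3 cells (400/well) are exposed to compound for 48 or 72 hr at 37 °C, then CellTiter-Glo luminescence is imaged after 10 min at room temperature.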
IP6K1 inhibitor = blocks human inositol hexakisphosphate kinase 1; Q92551; IP6K1 kinase, ADP-Glo luminescence, 2 h; hits give low values; activity change, % (series mostly up to about 58 µM); hit rate 0.81% among 140,000; in the data active = activity change below about -25%
Target sequence (Q92551 whole entry, looked up): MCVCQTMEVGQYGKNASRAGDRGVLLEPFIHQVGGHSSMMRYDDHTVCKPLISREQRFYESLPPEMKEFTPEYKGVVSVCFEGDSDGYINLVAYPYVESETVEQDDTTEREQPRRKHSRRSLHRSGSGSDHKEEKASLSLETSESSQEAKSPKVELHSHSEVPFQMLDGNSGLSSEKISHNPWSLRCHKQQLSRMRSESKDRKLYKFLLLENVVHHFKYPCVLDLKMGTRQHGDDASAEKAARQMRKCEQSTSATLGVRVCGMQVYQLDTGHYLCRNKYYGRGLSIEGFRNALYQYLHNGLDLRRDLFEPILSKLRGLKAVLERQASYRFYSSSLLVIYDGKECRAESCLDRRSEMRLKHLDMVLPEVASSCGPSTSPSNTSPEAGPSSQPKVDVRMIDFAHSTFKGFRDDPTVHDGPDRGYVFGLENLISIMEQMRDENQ
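ADP-Glo luminescence measures ADP made by human IP6K1 during a 2 h RT reaction with ATP/IP6 (mix at 1.3 mM/130 uM); top library doses 57.5 and 19.1 uM final.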
FLuc inh = Photinus pyralis luciferase inhibition; P08659; purified P. pyralis luciferase, luminescence, biochemical; Potency, µM (titrated, usually from 115 µM), without a hit: at the highest dose activity change, negative = inhibition, usual class: inhibitors; hit rate 2.5% among 76,000; AID 1347043; also: potency is read from the fitted curve at half-maximal effect; nearly all actives have a fitted effect of over 65% in size
Target sequence (P08659 whole entry, looked up): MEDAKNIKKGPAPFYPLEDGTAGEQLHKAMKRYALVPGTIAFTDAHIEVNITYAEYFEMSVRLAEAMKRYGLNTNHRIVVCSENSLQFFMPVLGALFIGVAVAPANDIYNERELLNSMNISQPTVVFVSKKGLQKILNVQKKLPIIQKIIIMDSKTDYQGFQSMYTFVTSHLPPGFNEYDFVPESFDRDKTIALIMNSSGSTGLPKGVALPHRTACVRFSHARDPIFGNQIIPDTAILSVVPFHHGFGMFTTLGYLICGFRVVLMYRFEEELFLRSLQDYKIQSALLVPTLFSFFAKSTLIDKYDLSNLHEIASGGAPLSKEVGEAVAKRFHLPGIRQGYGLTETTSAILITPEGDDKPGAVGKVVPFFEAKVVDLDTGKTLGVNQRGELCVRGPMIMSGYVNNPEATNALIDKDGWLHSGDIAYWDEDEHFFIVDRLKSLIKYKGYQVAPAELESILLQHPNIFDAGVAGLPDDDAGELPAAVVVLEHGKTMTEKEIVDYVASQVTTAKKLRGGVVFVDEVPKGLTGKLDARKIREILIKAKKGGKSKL
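FLuc 10nM, D-luciferin 10uM, ATP 10uM, Mg acetate 10mM, Tris acetate pH 7.5, Tween/BSA; cpd qHTS; enzyme added last; CCD luminescence.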
GPT2 inhibitor = inhibitors of human GPT2 alanine aminotransferase; Q8TD30; Recombinant GPT2, coupled pyruvate oxidase/HRP Amplex Red fluorescence; Potency, µM (doses to about 57.7 µM), inactives show at the top dose activity change, negative = inhibition, usual class: inhibitors; hit rate 0.25% among 100,000; also: potency is read from the fitted curve at half-maximal effect; nearly all actives have a fitted effect of over 60% in size; many of its hits are not listed in these tables
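Fluorescence read-out: pyruvate from GPT2 turnover coupled to pyruvate oxidase, HRP and Amplex Red (0.2mM ThPP, 0.2U/mL PO and HRP, 50uM Amplex final). Substrates 250uM a-KG, 2mM L-alanine; enzyme 10ng/uL; 30 min RT.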
SNCA viab count = cell viability loss counter-screen. HEK-293-SNCA-luc viability, GF-AFC fluorescence, 24 h. Potency, µM (highest dose often 57.1 µM), without a hit: at the highest dose activity change, negative = cytotoxicity, actives largely listed as cytotoxic. hit rate 0.12% among 150,000. AID 1671193;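 also: potency is read from the fitted curve at half-maximal effect; 0% = DMSO-treated cells and -100% = medium-only wells without cells; nearly all actives have a fitted effect of over 30% in size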
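HEK-293-SNCA-luc cells (1500/well) plated 24 h, then exposed 24 h to a dilution series; GF-AFC added 30 min at 37C, fluorescence 405/540 nm; normalised to medium-only and DMSO wells, Hill fit.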
HEK293 tox = HEK 293 cell cytotoxicity. HEK 293 viability, ATP luminescence (CellTiter-Glo), 48-72 h. Potency, µM (top dose mostly 115 µM), for the others: at the top dose activity change, negative = cytotoxicity, hits mostly inhibitors. hit rate 6.6% among 94,000; also: potency is read from the fitted curve at half-maximal effect; nearly all actives have a fitted effect of over 60% in size
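250 HEK 293 cells/well; compound by pintool; incubated 48 or 72 hr at 37 degree Celsius; CellTiter-Glo added, 10 min RT, luminescence imaged.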
Active calls of the source: *; i = inactive; ? = inconclusive; · = no result given; [ ] = remark or other dose. Unless noted, calls follow the shape of the dose curve; as a rule, active = well fitted curve in the direction sought with a large enough effect; inconclusive = small, poorly fitted or top-dose-only effect, or another doubt; inactive = no such curve, though single readings can be large; an effect the other way counts as inactive or inconclusive. Unless noted, % is scaled to controls: 0 for no effect and ±100 for the full control effect. A portion of the library; rates above refer to the full screens.

SMILES	SNCA expr inhib	NIH3T3 tox	IP6K1 inhibitor	FLuc inh	GPT2 inhibitor	SNCA viab count	HEK293 tox
CC(=O)Nc1ccc(C(=O)NC[C@@H]2C=C(C)[C@H](CC(=O)NCc3ccc(C#N)cc3)C[C@H]2C(C)C)cc1	84.8%[activator]	-17.9%	-4.1	?	-18.0%	-1.5%	?
O=C(c1cc(C2CC2)[nH]n1)N1CCOC(Cc2cccc(C(F)(F)F)c2)C1 (stereo not given)	-1.9%	?	-2.2	4.1%	-12.6%	4.4%	?
Cn1ncc2c(C(=O)NCC(F)(F)F)cc(-c3ccc(Cl)cc3Cl)nc21	?	-41.7%	1.5	·	-10.3%	-24.4%	-5.2%
CNC(=O)CCn1ncc2cc(OCc3ccccc3-c3cccc(OC)c3F)ccc21	?	44.7µM*	6.3	-18.7%[172 µM]	-11.4%[88.5 µM]	-17.4%[87.6 µM]	?
CCCS(=O)(=O)NCCc1csc2nc(-c3ccc(OC)cc3)nn12	26.2%	·	1.5	·	·	?	·
CCOc1ccccc1CN1C(=O)c2ccccc2C1C(=O)NC1CCCCCC1 (stereo not given)	-5.1%	·	-41.2*	·	·	?	·
CCCCCNC(=O)C1CCC(Cn2c(=O)c3sccc3n(CC(=O)NCc3cccc(OC)c3OC)c2=O)CC1 (stereo not given)	16.1%	·	-0.2	·	·	-3.6%	·
CCn1ccc2cc(S(=O)(=O)N3CCC(C(=O)NCC(C)c4ccccc4)CC3)ccc21 (stereo not given)	6.0%	·	1.9	·	·	8.5%	·
CC(C)CNc1ncnc2c1CN(C1CNC1)C(=O)CN2C	22.2%	i	12.3	·	i	-2.6%	i
Cc1cc(=O)n(CC(=O)Nc2ccc(F)cc2)c(N2CCc3ccccc3C2)n1	-9.9%	39.8µM*	30.0	-5.9%	i	-21.9%	39.8µM*
CC(=O)N1CCc2cc(Br)cc(S(=O)(=O)CCC(=O)N3CCN(c4ccccc4)CC3)c21	-3.2%	·	-13.2	·	·	-2.4%	·
Cc1noc(C)c1-c1cn(CCNS(=O)(=O)c2ccc(Cl)cc2)nn1	-6.4%	-7.6%	-2.2	-3.3%	i	4.3%	-7.9%
COc1ccc(CCNC(=O)c2ccc3nc(C)cn3c2)cc1	4.8%	-11.9%	19.9	-1.6%	1.2%[11.5 µM]	5.2%	?
O=C(NCc1ccccc1F)C1CCCN(c2ccnc3ccnn23)C1 (stereo not given)	3.9%	?	-5.9	·	i	-18.3%	?
Cc1ccc(NC(=O)C(C)C)cc1C1CCN(Cc2ccc(Oc3ccc(F)c(F)c3)cc2)CC1	·	·	21.0	·	i	-44.6%	·
O=C(CNC(=O)c1cccc(-c2ccc(C(F)(F)F)cc2)c1)NCc1ccccc1F	-13.8%	?	-2.5	·	i	-1.2%[12.5 µM]	22.4µM*
Cc1cc(Cl)ccc1NC(=O)CN1C(=O)CSc2ccc(S(=O)(=O)N(C)C)cc21	-10.6%	·	-7.6	·	·	-12.9%	·
CCc1ccccc1S(=O)(=O)N1CCN(C2CCN(Cc3cccnc3)C2=O)CC1 (stereo not given)	16.1%	?	3.7	-10.1%	3.9%	14.3%	?
CN1C(=O)CCCCC1C(=O)NCc1ccncc1 (stereo not given)	21.9%	-0.3%	3.2	5.9%	2.1%	0.4%	9.9%
Cc1cc(C)c(NC(=O)CSc2nc3ccccc3c3nc(-c4ccccc4)nn23)c(C)c1	22.0%	·	36.2	·	·	-2.7%	·
O=C(NCc1ccc(C(=O)N2CCCCC2)cc1)C1NCCc2[nH]cnc21 (stereo not given)	-21.9%	-18.6%	16.6	-1.4%	1.5%	2.9%	-3.8%
COc1ccc(F)cc1-c1cccc(C(=O)NCC(=O)NC2CCCCCC2)c1	·	?	2.1	·	·	·	?
COCCNC(=O)[C@@H]1C[C@H](Oc2ccccc2)CN1S(=O)(=O)Cc1ccccc1	-19.8%	-25.5%	3.3	-10.8%	i	-18.3%	-25.9%
CCOc1cc2[nH]c(=O)n(CCCCC(=O)N3CCN(c4ccccc4)CC3)c(=O)c2cc1OCC	-16.9%	·	4.6	·	·	5.1%	·
CCOc1cccc(CC(=O)N2CCc3c([nH]c4ccccc34)C2c2ccc(OC)cc2)c1OCC (stereo not given)	-14.4%	·	39.8	·	·	-12.4%	·
Next structures follow.
SMILES	SNCA expr inhib	NIH3T3 tox	IP6K1 inhibitor	FLuc inh	GPT2 inhibitor	SNCA viab count	HEK293 tox
Cc1ccc(CN2C(=O)COC[C@H]2C(=O)NCc2cccc(F)c2)cc1	?	-6.2%	-0.1	0.4%	-3.7%	0.9%	i
O=C1NCCCCCCN(C(=O)CCCc2ccccc2)[C@H]2CCCC[C@@H]12	-2.5%	-11.1%	-2.4	-6.3%	i	1.7%	-13.4%
NC(=O)C1(c2nc(C3CCOC3)nn2CC2CCCCC2)CC1 (stereo not given)	-22.3%	-0.1%	3.4	-4.1%	-8.4%	6.2%	-2.6%
O=C(N[C@H]1C[C@H]2C(=O)Nc3ccc(-c4ccsc4)cc3C(=O)N2C1)c1ccccc1	-17.5%[87.6 µM]	i	3.6	-1.4%[172 µM]	-24.6%[88.5 µM]	-2.7%[87.6 µM]	4.8%[172 µM]
O=C(NCC1Cn2cccc2C(=O)N1Cc1ccccc1)c1ccc(F)cc1 (stereo not given)	-12.5%	-23.2%	-3.2	-1.4%	4.3%	-19.5%	?
CCCN(CC1CCOC1)C(=O)Nc1c(F)cccc1F (stereo not given)	-9.0%	-0.3%	0.1	-2.7%	-5.2%	-1.5%	i
COc1ccc(-c2nccn3cc(C(=O)NCCc4ccccn4)nc23)cc1	-5.2%	?	16.4	-9.0%	i	-2.7%	?
CCc1ccc(CNC(=O)c2ccc(NC(=O)N3CC(C)Sc4ccccc43)cc2)cc1 (stereo not given)	25.7%	·	22.3	·	·	15.7%	·
CCN1CCN(C(=O)c2cn3cc(-c4cccc(OC)c4)sc3n2)CC1	69.9%[activator]	?	-1.9	·	i	-5.4%	?
CNC(=O)c1c[nH]c2ccc(S(=O)(=O)Nc3cccc(Cl)c3C)cc2c1=O	-13.1%	·	2.9	·	·	-16.5%	·
C[S+](=O)([O-])c1ccc(-c2nnc3ccc(C(=O)NCCc4ccc(Cl)cc4)cn23)cc1	0.3%	?	0.0	·	i	-4.6%	?
COc1cccc(CC(=O)N2CCc3c(c(-c4nncn4C(C)C)nn3C)C2)c1	-9.9%	i	-5.7	·	i	5.6%	i
O=C(C1CCN(S(=O)(=O)c2cccc(C(F)(F)F)c2)CC1)N1CCC(c2ccccc2)CC1	-24.4%	?	11.3	·	-5.6%	-20.3%	22.4µM*
O=C(c1ccccc1)N1CCN(c2ccnc3ccnn23)CC1	0.6%[87.6 µM]	-16.6%[138 µM]	-6.8	·	i	3.4%[87.6 µM]	-3.5%[172 µM]
COCCn1c2c(c(=O)n1-c1ccccc1)CCN(C(=O)c1cc3ccccc3n1C)C2	0.8%[87.6 µM]	?	-5.6	-12.6%[172 µM]	4.7%[88.5 µM]	-7.6%[87.6 µM]	-5.4%[172 µM]
COc1c(C)c2c(c(O)c1C/C=C(\C)CCC(=O)OCCN1CCOCC1)C(=O)OC2	-21.3%[25.6 µM]	·	11.9	·	i	-1.4%[23.9 µM]	·
COc1ccc(CN2CCn3c(nn(-c4ccc([N+](=O)[O-])cc4)c3=O)C2)cc1	-2.6%	?	11.0	-2.1%	-1.6%	-4.8%	?
C[C@H](c1ccccc1)N1C(=O)[C@@H]2CN(C(=O)CC(C)(C)CC(=O)O)CCN2C1=O	16.7%[87.6 µM]	-26.3%[174 µM]	1.4	-2.0%[172 µM]	i	-6.0%[87.6 µM]	?
O=C(O)C[C@@H]1CCN(C(=O)Cc2ccccc2)C[C@@H]1CCN1CCN(c2ccccn2)CC1	3.6%	0.3%	-13.6	2.3%	2.3%	3.7%	i
O=C1CC(c2ccccc2)N(CC2CCCCC2)CCCCCCN1 (stereo not given)	-12.6%	-19.4%	24.1	-1.7%	0.7%	2.7%	-26.6%
CCOc1ccccc1C(=O)N1CCC2(CC1)NC(=O)N(Cc1ccccc1)C2=O	2.7%	-19.9%	0.5	-5.7%	2.7%	-24.5%	-21.5%
COc1ccc(S(=O)(=O)N2CCC(c3noc(-c4ccncc4)n3)C2)cc1 (stereo not given)	-25.3%	-14.0%	1.8	-9.5%	3.2%	-11.6%	?
COc1ccccc1CNC(=O)c1cc2c(N3CCSCC3)nc(C)cn2n1	-22.6%	?	0.0	1.1%	3.5%	6.0%	?
CCN1c2cc(C(=O)NCc3cc(OC)ccc3OC)ccc2C(=O)N2CCCCC21 (stereo not given)	-9.7%	?	-19.6	-2.6%	i	?	?
O=C(c1ccc(Cl)cc1)N1CC2(CCN(Cc3c[nH]c4ccccc34)CC2)Cc2ccccc21	?	11.2µM*	-7.3	·	-10.5%	?	20µM*

Retrieved by structure from the entries so far (3):
SMILES	SNCA expr inhib	NIH3T3 tox	IP6K1 inhibitor	FLuc inh	GPT2 inhibitor	SNCA viab count	HEK293 tox
CCCCCNC(=O)C1CCC(Cn2c(=O)c3sccc3n(CC(=O)NCc3cccc(OC)c3OC)c2=O)CC1 (stereo not given)	16.1%	·	-0.2	·	·	-3.6%	·
O=C(c1ccc(Cl)cc1)N1CC2(CCN(Cc3c[nH]c4ccccc34)CC2)Cc2ccccc21	?	11.2µM*	-7.3	·	-10.5%	?	20µM*
CCn1ccc2cc(S(=O)(=O)N3CCC(C(=O)NCC(C)c4ccccc4)CC3)ccc21 (stereo not given)	6.0%	·	1.9	·	·	8.5%	·

More results follow:
SMILES	SNCA expr inhib	NIH3T3 tox	IP6K1 inhibitor	FLuc inh	GPT2 inhibitor	SNCA viab count	HEK293 tox
Cc1ccc(-c2noc([C@@H]3CCCN3C(=O)c3ccc(Cl)cc3)n2)cc1	31.7%[activator]	?	1.4	-16.7%	-28.9%	-5.2%	?
Cc1ccc(OCCSc2nc3ccc(NC(=O)COc4ccc(F)cc4)cc3s2)cc1	-25.4%	·	-1.5	·	·	3.6%	·
COc1ccc(CC(=O)N2CCC3(CC2)CN(C(=O)c2ccc(Cl)cc2)CCO3)cc1	?	?	-2.5	·	i	-15.7%	-15.5%
O=C(c1ccco1)N1CCC(c2nc(C3CCOCC3)no2)CC1	1.1%	-5.5%	2.8	0.2%	i	3.0%	-3.6%
Cc1ccc(CN[C@@H]2CO[C@H](CNC(=O)N3CCOCC3)[C@H]2O)cc1	8.6%[87.6 µM]	-3.1%[138 µM]	15.0	0.3%[172 µM]	-5.0%[88.5 µM]	-4.1%[87.6 µM]	i
Cc1nc(C)c(C(=O)N2CCCC(n3c(C)cnc3C3CCC3)C2)s1 (stereo not given)	19.9%	-7.3%	-1.4	-4.3%	-8.8%	4.3%	0.5%
Cc1nc2ncnn2c(C)c1CCC(=O)N1CCCC(Nc2ccccc2)C1 (stereo not given)	-14.8%	-7.2%	0.6	7.5%	?	-2.5%	0.3%

Assay outcomes deposited in PubChem BioAssay by National Center for Advancing Translational Sciences (NCATS).
